# From PubChem
# V-ATPase pH – regulators of yeast V-ATPase proton transport | S. cerevisiae, pHLuorin cytosolic pH fluorescence | response, % at 10 µM | 350,000 tested, 0.37% active | AID 504577; in the data active = response mostly above about 7.3%, no sharp cut-off; inactive = mostly below about 5.4%; also: actives read high; inactives centre near 0; some compounds called inactive have numbers as strong as hits; reference of the scale not given here
# PKA-R2B activ – activates the human PKA-R2B holoenzyme complex. PKA-R2B holoenzyme dissociation, Cy5-IP20 fluorescence polarization; R2B truncated from residue 108, S112A mutant; 0% DMSO only, 100% 113 µM cGMP. activation, % at 11.4 µM. 340,000 tested, 0.079% active. AID 504700;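 active = activation above a cutoff set at the mean over all compounds plus 3 SD, cut at about 18% in these data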;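 also: higher means more holoenzyme dissociation and a rise in polarization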
# DAGLB inh – blocks human DAGLB lipase activity; HEK293T DAGLB membrane lysate, EnzChek fluorogenic substrate; Q8NCG7; inhibition, % at 5.17 µM; 340,000 tested, 0.059% active; in the data active = inhibition above about 34%;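 also: 0% = enzyme with vehicle and 100% = wells lacking enzyme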
# MOR-DOR inv ag – mu-delta opioid heterodimer inverse agonism; P35372+P41143; inhibition, % at 9.3 µM; cell-based MOR-DOR heterodimer luminescence; AID 504357; 340,000 tested, 0.21% active; in the data active = inhibition above about 22%, passing the limit was not always enough;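 also: 0% = cells with DMSO and 100% = wells without cells with DMSO; values of inactives mirror those of a sister screen read the other way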
# HTR5A inv ctr – HTR5A inverse agonism, opioid heterodimer counter-screen; HTR5A cell line, luminescence; P47898; inhibition, % at 9.3 µM; 340,000 tested, 0.083% active; in the data active = inhibition mostly above about 23%, no sharp cut-off; inactive = mostly below about 18%;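 also: 0% = cells with DMSO and 100% = no-cell wells with DMSO; some compounds called inactive have numbers as strong as hits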
# HTR5A ag ctr – HTR5A agonism, opioid heterodimer counter-screen | P47898 | HTR5A agonist assay, luminescence, cell-based | activation, % at 9.3 µM | 340,000 tested, 0.61% active; in the data active = activation mostly above about 9.5%, no sharp cut-off; inactive = mostly below about 7.6%;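 also: 0% = cells with vehicle only and 100% = reference agonist; strong numbers were not always called active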
# Arr AP2 block – inhibitors of human beta-arrestin and AP2 interaction | FITC-arrestin peptide / GST-AP2 beads, flow cytometry; AP2 beta2 appendage carries R879A mutation | inhibition, % at 10 µM | 340,000 tested, 0.31% active;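 active = inhibition above a set limit, near 3 SD of compounds lacking own fluorescence, cut at about 54% in these data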;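 also: plate controls were DMSO wells for no effect and 5 µM unlabelled arrestin peptide for full effect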
#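 System: GST-AP2 R879A glutathione beads. Medium: PBS with 0.05% Tween 20 and 0.1% BSA. Also added: FITC-arrestin peptide, 50 nM. Incubation: 12 min plus 1 h, RT. Measured by: high-throughput flow cytometry of beads, ex 488, em 535 nm. Evaluation: percent drop in bead-associated FITC signal.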
# Pemphigus Ab inh – human desmoglein-3 autoantibody binding inhibition | P32926 | DSG3-coupled beads, scFv-anti-DSG3-GFP binding, flow cytometry; active compounds read low | binding (percent of control), % at 10 µM | 310,000 tested, 0.48% active | AID 588358;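 active = binding more than 3 SD below its plate's average and above zero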;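 also: hits lower antibody fragment binding to DSG3; some compounds called inactive have numbers as strong as hits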
# Target sequence (P32926 whole entry, looked up, the tested form may be a part): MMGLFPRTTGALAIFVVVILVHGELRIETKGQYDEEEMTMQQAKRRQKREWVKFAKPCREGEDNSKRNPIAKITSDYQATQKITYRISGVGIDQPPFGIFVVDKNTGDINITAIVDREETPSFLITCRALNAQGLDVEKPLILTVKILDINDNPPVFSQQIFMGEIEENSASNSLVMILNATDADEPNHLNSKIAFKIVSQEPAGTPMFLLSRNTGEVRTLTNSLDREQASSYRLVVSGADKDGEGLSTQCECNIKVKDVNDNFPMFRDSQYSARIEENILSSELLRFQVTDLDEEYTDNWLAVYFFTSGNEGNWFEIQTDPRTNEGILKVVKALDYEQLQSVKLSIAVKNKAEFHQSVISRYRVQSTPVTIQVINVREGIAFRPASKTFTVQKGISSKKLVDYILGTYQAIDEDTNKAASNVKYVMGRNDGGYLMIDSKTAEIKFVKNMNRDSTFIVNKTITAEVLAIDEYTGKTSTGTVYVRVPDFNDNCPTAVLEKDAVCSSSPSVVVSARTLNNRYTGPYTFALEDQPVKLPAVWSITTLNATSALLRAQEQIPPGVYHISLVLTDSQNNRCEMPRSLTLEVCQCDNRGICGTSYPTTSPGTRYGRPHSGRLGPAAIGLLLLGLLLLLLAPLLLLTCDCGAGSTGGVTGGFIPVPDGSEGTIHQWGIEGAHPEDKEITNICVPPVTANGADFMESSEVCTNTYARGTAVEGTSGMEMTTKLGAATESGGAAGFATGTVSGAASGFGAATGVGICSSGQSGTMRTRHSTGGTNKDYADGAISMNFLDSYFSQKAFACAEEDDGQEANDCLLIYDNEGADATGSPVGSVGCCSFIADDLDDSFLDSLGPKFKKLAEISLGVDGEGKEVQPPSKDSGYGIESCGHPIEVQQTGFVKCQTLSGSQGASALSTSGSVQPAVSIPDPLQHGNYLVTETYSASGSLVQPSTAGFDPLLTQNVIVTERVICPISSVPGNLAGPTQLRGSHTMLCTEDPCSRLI
# MOR-DOR ag – agonists of human mu-delta opioid receptor heterodimerization | P35372+P41143 | cells, OPRM1-OPRD1 heterodimerization, luminescence | activation, % at 9.3 µM | 340,000 tested, 0.3% active | AID 504326; in the data active = activation above about 18%;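 also: 0% = vehicle-treated cells and 100% = reference agonist; values of inactives mirror those of a sister screen read the other way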
# PKA-R1A act – activates the PKA-R1A holoenzyme complex. PKA-R1A dissociation, Cy5-IP20 fluorescence polarization; scaled: DMSO 0%, 113 µM cGMP 100%. activation, % at 11.4 µM. 340,000 tested, 0.083% active;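 active = percent activation above the mean of all tested compounds plus 3 SD, cut at about 19% in these data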;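 also: higher means more PKAc released from R1A so a rise in polarization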
# Numbers without * were called inactive; nt = not tested or not shown.
SMILES,V-ATPase pH,PKA-R2B activ,DAGLB inh,MOR-DOR inv ag,HTR5A inv ctr,HTR5A ag ctr,Arr AP2 block,Pemphigus Ab inh,MOR-DOR ag,PKA-R1A act
O=C(O)C(NC(=O)C1CCCN1C(=O)OCc1ccccc1)c1ccccc1 (stereo unspecified),nt,5,-3,16,-2,1,3,102,-3.5,3
Cc1ccc(-c2cc3nc(-c4ccccc4)cc(N4CCOCC4)n3n2)cc1,-4,7,-9,2,-1,0,-1,101,-0.4,-3
Cc1cccc(C)c1OCc1cc(C(=O)N2CCC(C3CCCCC3)C2)no1 (stereo unspecified),-5,3,-15,-13,-4,0,41,109,2.4,-1
COC(=O)c1cc(OC)c(OC)cc1NC(=O)c1cc(-c2ccccc2)nc2ccccc12,2,3,-5,7,19,5,0,99,-1.3,2
COc1ccc(C(=O)N2N=C3CC(C)(C)OCC3C2c2ccccc2)cc1 (stereo unspecified),2,-13,1,13,-13,1,2,99,-2.4,4
O=C(Nc1ccccc1C(=O)NCc1cccnc1)c1ccccc1F,-1,3,-2,12,-17,1,-7,110,-1.7,-4
CC(NC(=O)c1ccccc1Cl)c1nnc(SCC(=O)Nc2ccc(C(=O)O)cc2)n1C (stereo unspecified),-3,-4,-1,8,-2,4,4,89,-1.4,-1
COCCN(C(=O)COC(=O)C1CCCCC1)c1c(N)n(Cc2ccccc2)c(=O)[nH]c1=O,1,-1,-1,nt,nt,nt,nt,98,nt,0
CCc1cc(CNC(=O)C2CCC(=O)N(CCc3cccc(F)c3)C2)on1 (stereo unspecified),2,0,2,11,23,0,-4,nt,-2.0,-7
NC(=S)Nc1cccc(O)c1,4,-1,-1,23,-2,1,-6,99,-4.0,3
CCC(=O)c1ccc(N2CCN(C(=O)COc3ccc(F)cc3)CC2)c(F)c1,9,-16,0,-8,-29,10,0,nt,1.4,-8
COc1ccc(OC)c(/C=N/NC(=O)c2cccc3ccccc23)c1,-2,3,3,-6,14,-5,41,nt,1.3,-1
CC(C)N1CCN(Cc2ccc(C#CCCO)cc2)CC1CCO (stereo unspecified),-1,-6,2,-3,4,-2,11,82,0.7,3
Cc1ccc(C(=O)N2CCN(CCNC(=O)C(=O)Nc3ccc(Cl)cc3)CC2)cc1,-1,5,0,15,3,-1,-6,nt,-2.9,-7
COC(=O)c1ccc(NC(=O)C2C3C=CC(C3)C2C(=O)O)cc1 (stereo unspecified),-1,9,-1,7,-1,0,-10,91,-1.3,-12
CCOc1ccc(CN2CCN(Cc3cc4c(cc3Cl)OCO4)CC2CCO)cc1 (stereo unspecified),-1,1,-2,-26,-14,3,-13,95,5.0,4
CC(OC(=O)c1ccc(NC(=O)CC#N)cc1)C(=O)Nc1ccc(Oc2ccccc2)cc1 (stereo unspecified),-3,-3,-1,0,-15,4,24,nt,0.0,7
Cc1ccc(-n2nc3c(c2NC(=O)c2ccco2)CS(=O)C3)cc1 (stereo unspecified),3,-5,0,16,4,0,-2,106,-3.0,-3
O=C(C1CCN(Cc2ccc(OCc3ccccc3)cc2)CC1)N1CCCC1,-2,-7,2,1,0,0,2,100,-0.1,-9
O=C(Nc1ccc(Cl)cc1)N1CCSc2ccccc21,-2,4,-5,-4,23,-4,-5,103,0.7,-8
O=C(COc1ccccc1Cl)Nc1ccccc1C(=O)NC1CC1,-1,-7,2,-14,-2,2,1,103,2.6,3
COC(=O)c1c(SCC(=O)Nc2ccc(C)c(C)c2)nc(=O)[nH]c1C,0,1,3,15,-6,2,-5,101,-2.8,8
O=C(NC1=NCCS1)c1cc2ccccc2o1,0,-3,1,0,-1,-1,-10,105,-0.1,-3
CC(C)N(C)Cc1nnnn1CC(=O)N(C)Cc1cccc(Cl)c1,-3,11,-1,-4,-24,6,-4,100,0.9,0
COc1ccc(S(=O)(=O)N(C(=O)c2ccncc2)c2ccc(OC(=O)c3ccncc3)cc2)cc1,0,2,3,4,-12,4,23,100,-0.6,-6

# (next part)
SMILES,V-ATPase pH,PKA-R2B activ,DAGLB inh,MOR-DOR inv ag,HTR5A inv ctr,HTR5A ag ctr,Arr AP2 block,Pemphigus Ab inh,MOR-DOR ag,PKA-R1A act
Clc1ccccc1Nc1nc(-c2ccncc2)nc2ccccc12,4,-17,-2,1,-7,2,-6,99,-0.3,2
Cc1ccc(-n2c(-c3cccc(C)c3)n[nH]c2=S)cc1,-5,7,-1,-5,3,16,0,120,0.9,3
N#Cc1cccc(N2[C@@H](Cc3cc4ccccc4n3Cc3ccccc3)COC[C@H]2Cc2ccc3ccccc3c2)c1,1,-4,-19,nt,nt,nt,nt,98,nt,9
CC(C)c1ccc2oc(-c3ccc(N)cc3)nc2c1,0,-24,2,-26,-8,-6,-7,109,5.7,-5
C=CCC[C@H](Cc1ccc(F)cc1)C(=O)OC[C@@H](C)NC(=O)[C@@H](CC=C)CC(=O)N[C@@H](CO)Cc1ccccc1,-1,7,2,11,-11,3,1,108,-2.4,-13
CC(=O)Nc1ccc(NC(=O)C(C)OC(=O)CNC(=O)c2cccs2)cc1 (stereo unspecified),-1,5,4,2,-2,3,-3,99,-0.3,-7
c1ccc(C[C@H]2CN=C(Nc3ccccc3)N2CC2CCCCCC2)cc1,2,4,-1,6,-8,3,3,107,-1.0,-4
OC1(C#CCN2CCCC2)CCCCC1,-1,-3,0,0,-2,0,-4,138,-0.1,8
Cc1ccc(S(=O)(=O)Nc2ccccc2F)cc1C(=O)N1CCCC1,-1,-15,-1,4,6,-2,-1,nt,-1.1,-6
COc1ccccc1-c1c(C)nn2c(N3CCOCC3)cc(C)nc12,3,-4,-2,2,-2,0,-6,101,-0.5,7
CC(=O)c1ccc2c(c1)c(C#N)c1ccccc1[n+]2[O-],0,6,-1,-21,-7,2,9,102,4.7,6
CCNC(=O)N(C)C[C@H]1N[C@@](C)(C(=O)OC)[C@H]2C(=O)N(C)C(=O)[C@@H]12,2,6,-1,0,6,-1,39,101,0.1,-1
CCOC(=O)CSc1nc2c(c(=O)[nH]c(=O)n2C)n1CCCc1ccccc1,4,1,16,3,-9,7,4,100,-0.5,9
O=C(NCCN1CCN(c2ccccc2)CC1)c1ccccc1F,3,3,0,9,-5,1,9,108,-2.0,-11
Cc1cc(C)nc(SCc2nnc(SCC(=O)N3CCOCC3)o2)n1,-1,2,1,1,6,2,8,nt,-0.2,0
Cc1cc(C(=O)O)c2ccccc2n1,16*,5,3,3,1,0,13,101,-0.5,13
O=C(Nc1c(C(=O)N2CCOCC2)cnn1-c1ccccc1)c1ccccc1F,1,1,-2,2,-4,-3,7,100,-0.3,-9
CC(C)NC(=O)c1onc(CSc2ccc(F)c(F)c2)c1C(=O)O,1,3,1,16,3,4,-1,106,-2.8,6
COc1ccc(Nc2ncnc3ccccc23)c(OC)c1,7,3,2,9,3,-2,22,101,-1.7,12
CCCCCCCNC(=O)C1(CC2CC(c3cccc(Br)c3)=NO2)CCN(C(=O)c2cc(OCC)c(OCC)c(OCC)c2)CC1 (stereo unspecified),0,4,-3,-9,14,1,39,100,1.6,0
CCc1cc2c(cc3c(=O)n(CC(=O)N4CCN(c5ccccn5)CC4)nc(CC)n32)s1,9,1,2,0,10,8,-1,102,0.0,2
CCOCCCNC(=S)N1CCCN(c2nc3cc(C)ccc3cc2C#N)CC1,0,-10,-1,10,6,5,14,100,-1.9,-16
O=C(c1ccc(F)cc1)C1CCN(C(=O)c2ccccc2)CC1,4,-1,-2,7,-15,6,31,103,-1.4,-2
CCOc1[nH]n(-c2ccccc2)c(=O)c1C=NCC(=O)OC,-1,3,-2,7,-9,1,1,88,-1.1,4
C=CCSc1nc2c(c(=N)n1CC=C)C1CCCC1S2 (stereo unspecified),-3,0,-11,-16,4,-1,0,nt,3.1,-6

# 3 entries from above, sorted by length of the SMILES, rising:
SMILES,V-ATPase pH,PKA-R2B activ,DAGLB inh,MOR-DOR inv ag,HTR5A inv ctr,HTR5A ag ctr,Arr AP2 block,Pemphigus Ab inh,MOR-DOR ag,PKA-R1A act
C=CCSc1nc2c(c(=N)n1CC=C)C1CCCC1S2 (stereo unspecified),-3,0,-11,-16,4,-1,0,nt,3.1,-6
COc1ccccc1-c1c(C)nn2c(N3CCOCC3)cc(C)nc12,3,-4,-2,2,-2,0,-6,101,-0.5,7
Cc1ccc(S(=O)(=O)Nc2ccccc2F)cc1C(=O)N1CCCC1,-1,-15,-1,4,6,-2,-1,nt,-1.1,-6

# The list goes on:
SMILES,V-ATPase pH,PKA-R2B activ,DAGLB inh,MOR-DOR inv ag,HTR5A inv ctr,HTR5A ag ctr,Arr AP2 block,Pemphigus Ab inh,MOR-DOR ag,PKA-R1A act
O=C(OCC(=O)c1ccccc1Br)c1ccncc1,-2,-1,-1,16,0,0,13,105,-3.5,-9
Cc1ccc(-c2nnn(CC(=O)N(CC3CCCO3)C(C(=O)NC3CCCC3)c3ccc(O)cc3)n2)o1 (stereo unspecified),0,-1,-1,3,-27,9.4*,21,104,-0.6,6
CC(C)(C)c1ccc(C(=O)NCCN2CCCC2)cc1,1,-2,2,7,1,-2,-6,88,-1.2,4
Clc1cccc(Cc2ccc(Cl)nn2)c1,-2,-8,0,13,3,-1,-12,105,-2.3,-2
CC(/C=N\N1CCN(Cc2ccc(C)cc2)CC1)=C\c1ccccc1,6,-1,-17,-12,-9,3,-8,89,1.8,-5
Cc1noc(C)c1C(=O)Nc1cccc2ncccc12,0,2,1,4,8,-3,16,127,-0.5,-2
CN(C)c1ccc(C=NNC(=O)c2cccc3ccccc23)c(Cl)c1,-5,4,0,6,1,0,36,100,-1.4,-4
Cc1ccc(CNC(=O)C2CCN(C(=O)Nc3ccccc3)CC2)cc1,-2,-4,0,10,5,-2,1,99,-1.7,-10
Cc1cc(NC(=O)Cn2cnc3c(nnn3-c3ccc(C)c(Cl)c3)c2=O)no1,0,-2,1,12,-4,7,-3,105,-2.5,-10
COc1ccccc1S(=O)Cc1ccc(C(=O)O)o1 (stereo unspecified),0,1,-1,13,-16,-5,2,103,-2.3,-8
Cc1cccc(NC(=O)NC(=O)c2ccccc2)n1,0,-1,-2,11,15,0,-11,91,-2.2,8
Cc1cc(C)c(C(=O)CC(=O)c2cccnc2)c(C)c1,2,-5,4,-11,21,-5,19,136,2.2,-4
O=c1cc(N2CCN(c3ccccc3)CC2)[nH]c(=O)n1-c1ccccc1Cl,0,2,2,11,-6,5,-24,116,-2.1,0
COCCCn1c(SCC(=O)Nc2cccc(C)n2)nnc1-c1ccco1,-2,0,0,11,-4,4,-3,96,-1.9,6
Cc1ccccc1OCc1nc(-c2ccc(NC(=O)c3ccc4c(c3)OCO4)cc2)no1,1,-7,-2,-88,-26,10,16,101,21*,-21
CC(=O)/C=C1/C(=O)Nc2ccccc21,5,-13,2,74*,5,-2,-23,102,-14,-7
Cc1ccc(S(=O)(=O)N2CCN(C(=O)Cc3c(F)cccc3Cl)CC2)cc1,-5,-4,-2,12,7,6,1,104,-1.8,-14
O=C(O)c1ccc(-c2ccc(Cl)cc2Cl)o1,-2,-7,3,22,-19,0,2,100,-4.8,0
Cc1csc(NC(=O)CCc2c(C)nc3cc(-c4cccc(F)c4)nn3c2C)n1,-2,-11,-1,13,-8,3,-9,99,-2.4,-10
